# High-throughput results as filed in PubChem BioAssay.
# HEK cytotox = kills HEK 293 cells. HEK 293 viability, ATP luminescence (CellTiter-Glo), 48-72 h. Potency, µM (series often up to 115 µM), for inactives: top-dose activity change, negative = cytotoxicity, actives largely listed as inhibitors. 94,000 compounds, 6.6% hits. AID 1345083; further: potency means the concentration at half of the fitted maximal effect; nearly all actives have a fitted effect of over 60% in size
#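 CellTiter-Glo luminescence (cellular ATP) was read after 48 or 72 hr of compound exposure at 37 degree Celsius. Cells were HEK 293 plated at 250 cells/well.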
# SNCA expr inhib = SNCA gene expression inhibition; HEK-293 SNCA-luciferase knock-in, luminescence, 24 h; Potency, µM (highest dose often 57.2 µM), for inactives: at the top dose activity change, negative = inhibition, actives largely listed as inhibitors; 140,000 compounds, 0.17% hits;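 further: potency means the concentration at half of the fitted maximal effect; plate controls were DMSO cells for no effect and cell-free wells for full effect; nearly all actives have a fitted effect of over 45% in size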
# IP6K1 inhibitor = inhibitors of human IP6K1 | Q92551 | IP6K1 kinase, ADP-Glo luminescence, 2 h; active compounds read low | activity change, % (series mostly up to about 58 µM) | 140,000 compounds, 0.81% hits; in the data active means activity change below about -25%
# Target sequence (Q92551 whole entry, looked up): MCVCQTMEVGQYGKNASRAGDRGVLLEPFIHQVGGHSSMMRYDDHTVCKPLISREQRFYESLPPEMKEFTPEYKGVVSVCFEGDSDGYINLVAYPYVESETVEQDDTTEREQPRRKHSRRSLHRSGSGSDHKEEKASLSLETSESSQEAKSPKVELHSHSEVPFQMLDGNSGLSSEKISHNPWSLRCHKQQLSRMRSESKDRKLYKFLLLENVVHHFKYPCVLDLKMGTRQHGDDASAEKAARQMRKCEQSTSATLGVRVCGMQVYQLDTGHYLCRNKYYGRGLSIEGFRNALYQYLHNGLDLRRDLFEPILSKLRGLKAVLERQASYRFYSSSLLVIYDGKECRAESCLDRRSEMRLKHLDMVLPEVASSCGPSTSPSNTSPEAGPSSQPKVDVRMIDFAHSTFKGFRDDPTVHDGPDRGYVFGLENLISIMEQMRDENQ
#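 ADP-Glo luminescence measures ADP made by human IP6K1 during a 2 h RT reaction with ATP/IP6 (mix at 1.3 mM/130 uM); top library doses 57.5 and 19.1 uM final.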
# Luciferase inh = Photinus pyralis luciferase inhibition. Potency, µM (titrated, usually from 115 µM), for the others: at the top dose activity change, negative = inhibition, hits mostly inhibitors. 76,000 compounds, 2.5% hits. purified P. pyralis luciferase, luminescence, biochemical. P08659; further: potency means the concentration at half of the fitted maximal effect; nearly all actives have a fitted effect of over 65% in size
# Target sequence (P08659 whole entry, looked up): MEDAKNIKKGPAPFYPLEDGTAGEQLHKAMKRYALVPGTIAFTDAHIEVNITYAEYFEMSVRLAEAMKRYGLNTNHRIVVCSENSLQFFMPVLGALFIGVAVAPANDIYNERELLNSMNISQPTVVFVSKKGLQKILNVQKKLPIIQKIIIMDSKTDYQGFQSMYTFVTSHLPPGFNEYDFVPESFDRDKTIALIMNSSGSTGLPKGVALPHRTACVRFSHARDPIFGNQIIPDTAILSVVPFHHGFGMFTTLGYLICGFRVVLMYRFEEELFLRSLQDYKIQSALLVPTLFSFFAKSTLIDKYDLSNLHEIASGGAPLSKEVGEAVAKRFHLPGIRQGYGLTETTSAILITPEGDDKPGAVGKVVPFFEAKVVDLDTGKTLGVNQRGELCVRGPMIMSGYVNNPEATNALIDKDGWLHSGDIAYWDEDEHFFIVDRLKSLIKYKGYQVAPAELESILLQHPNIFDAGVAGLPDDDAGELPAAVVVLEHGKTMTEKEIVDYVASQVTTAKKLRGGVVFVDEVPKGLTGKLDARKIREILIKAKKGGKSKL
#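 Luminescence read by CCD imaging after purified firefly luciferase (10nM final) was added to substrate buffer holding 10uM D-luciferin and 10uM ATP, pH 7.5, pre-dosed with compound.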
# SNCA viab count = reduces viability of HEK-293 SNCA reporter cells; HEK-293-SNCA-luc viability, GF-AFC fluorescence, 24 h; Potency, µM (highest dose often 57.1 µM), without a hit: at the highest dose activity change, negative = cytotoxicity, hits mostly cytotoxic; 150,000 compounds, 0.12% hits;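 further: potency means the concentration at half of the fitted maximal effect; 0% = DMSO-treated cells and -100% = medium-only wells without cells; nearly all actives have a fitted effect of over 30% in size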
#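 Cytotoxicity counterscreen: after 24 h compound treatment of genome-edited SNCA-luciferase HEK-293 cells, live-cell protease substrate GF-AFC read by fluorescence after 30 min; activity scaled between DMSO (0%) and medium-only (-100%), curves Hill-fitted.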
# 3T3 cytotox = kills NIH 3T3 cells; 94,000 compounds, 4.3% hits; Potency, µM (top dose mostly 96.7 µM), without a hit: top-dose activity change, negative = cytotoxicity, actives largely listed as inhibitors; NIH 3T3 viability, CellTiter-Glo ATP luminescence, 48-72 h; further: potency means the concentration at half of the fitted maximal effect; nearly all actives have a fitted effect of over 55% in size
#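 Cytotoxicity was measured by CellTiter-Glo ATP luminescence after 48 or 72 h compound exposure at 37 °C. Mouse NIH 3T3 fibroblasts were seeded at 400 cells/well and dosed by 23 nL pin transfer.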
# GPT2 inhibitor = inhibitors of human GPT2 alanine aminotransferase | Potency, µM (top dose mostly 57.7 µM), inactives show top-dose activity change, negative = inhibition, most hits filed as inhibitors | 100,000 compounds, 0.25% hits | Recombinant GPT2, coupled pyruvate oxidase/HRP Amplex Red fluorescence | Q8TD30 | AID 1671188; further: potency means the concentration at half of the fitted maximal effect; nearly all actives have a fitted effect of over 60% in size; many of its hits are not listed in these tables
#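 Recombinant GPT2 (10ng/uL) with 250uM a-KG and 2mM L-alanine, 30 min at room temperature, in HEPES pH 7.5 buffer. Pyruvate detected by pyruvate oxidase/HRP/Amplex Red fluorescence after 30 min in the dark; AOA (50uM) as positive control.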
# An asterisk follows results filed as active; i = inactive; ? = inconclusive; . = not tested or not shown; [ ] = dose if it differs, or a comment. Unless noted, the call rests on the fitted dose curve; in most records, active means well fitted curve in the direction sought with a large enough effect; inconclusive means small, poorly fitted or top-dose-only effect, or another doubt; inactive means no such curve, though single readings can be large; an effect the other way counts as inactive or inconclusive. Unless noted, on the % scale 0 is the no-effect control and ±100 the full control effect. Not all compounds are listed; count on the stated rates, not on these rows.
molecule | HEK cytotox | IP6K1 inhibitor | GPT2 inhibitor | SNCA viab count | 3T3 cytotox | Luciferase inh | SNCA expr inhib
Cc1cccc(C(=O)Nc2cccc(C(=O)OCc3cc(=O)n4c5c(sc4n3)CCCC5)c2)c1 | . | 40.0 | . | 11.7% | . | . | -18.8%
O[C@@H]1CCC2CC1[C@@H](O)CN2Cc1ccc(-c2ccccc2)cc1 (some centres not stated) | 79.4µM* | 14.6 | . | . | ? | . | .
CCOc1ccccc1C1NC(=O)N(CC(=O)Nc2cc(C)ccc2OC)C2=C1C(=O)OC2 (configuration not stated) | -17.2% | -5.5 | i | -1.2% | -17.2% | -12.6% | -8.4%
COCC(=O)N1CCN(C(=O)c2ccc(N(C)C)cc2)C[C@H]1C(=O)N[C@@H](CC1CCCCC1)C(N)=O | 2.4% | 9.9 | -0.5% | 1.8% | 0.1% | -1.9% | 2.1%
Cc1ccc(NC(=O)c2c(C)cc(C)nc2SCC(=O)Nc2ccc(Br)cc2)cc1 | . | -10.7 | . | 3.5% | . | . | -22.6%
CCCCN(C)C(=O)Cn1ccn2nc(-c3ccc(F)cc3)c(CO)c2c1=O | -11.8% | 1.6 | i | -16.3% | -24.1% | -12.9% | -15.9%
Cc1cc2nc(-c3ccc(OCc4ccccc4)cc3)cc(C(F)(F)F)n2n1 | . | 4.0 | . | 2.4% | . | . | ?
Cn1nc(C(=O)N2CCOCCNC(=O)CC2)c2ccccc21 | -8.6% | 2.2 | -13.0% | -7.0% | -17.4% | -1.1% | 14.9%
COc1ccccc1Nc1ccnc(N2CCN([S+](=O)([O-])c3cccc(C(F)(F)F)c3)CC2)n1 | ? | 10.5 | i | -12.4% | ? | . | ?
O=C(Nc1ccc2ncnc(N3CCCCC3)c2c1)c1cc(F)cc(F)c1 | ? | 21.5 | i | -9.7% | ? | -7.5% | -14.5%
COc1ccc(CCNC(=O)c2cn3cc(-c4ccccc4)sc3n2)cc1 | -24.1% | -13.9 | i | -6.9% | -18.4% | . | 15.9%
Cc1cccc(CNC(=O)c2ccc3c(c2)N(C)C(=O)C2CCCCN32)c1 (configuration not stated) | . | -20.2 | . | 8.1% | . | . | 41.9%[activator]
C#CCn1c(=NC(=O)c2ccc3c(c2)OCCO3)sc2cc(OC)c(OC)cc21 | . | 14.7 | . | -2.8% | . | . | -5.8%
Cc1cccc(C)c1NC(=O)C(=O)NCC(c1ccc2c(c1)OCO2)N1CCN(C)CC1 (configuration not stated) | . | 11.8 | . | -4.5% | . | . | -28.1%
CCCCNC(=O)C1CCN(S(=O)(=O)CCC)CC1 | . | -13.3 | . | 13.6% | . | . | 10.7%
COc1ccc(S(=O)(=O)NCC(c2ccco2)S(=O)(=O)c2cccs2)cc1OC (configuration not stated) | . | -3.0 | . | 3.9% | . | . | 25.1%
Cc1nn2c(c1-c1cccnc1N1CCOCC1)N(CCCc1ccccc1)CCC2 | 50.1µM* | -3.8 | -11.4%[88.5 µM] | -22.7%[87.6 µM] | ? | -5.6%[172 µM] | ?
CCNC(=O)Nc1ccc2c(c1)CN(Cc1ccccc1OC)C(=O)C(C)O2 (configuration not stated) | ? | 0.8 | i | 12.5% | ? | -9.1% | -10.8%
CNC(=O)[C@@H]1CN(C(=O)Cn2c(=O)oc3ccccc32)C[C@H]1c1nc(C)no1 | -8.6% | -3.8 | 4.0% | 4.4% | 1.2% | 7.6% | -14.5%
CCc1ccc(Oc2nc3c(C)cccn3c(=O)c2/C=C(\C#N)c2nc3ccccc3s2)cc1 | . | -9.7 | . | -8.5% | . | . | -7.9%
COc1ccc(-c2nn(-c3ccc(F)cc3)c3c2cnc2ccc(F)cc23)cc1OC | . | 1.6 | . | 3.3% | . | . | 24.6%
O=S(=O)(c1ccc2c(c1)CCC2)N1CCCCC1c1nc(CCOCC2CC2)no1 (configuration not stated) | 39.8µM* | 33.1 | i | -14.0% | 28.2µM* | -2.8% | -22.4%
O=C(C=Cc1ccc(CN(CCO)CCc2c[nH]c3ccccc23)cc1)NO | . | . | ? | ? | . | . | -43.0%
CCCc1ccc2oc(C(=O)NCCc3nncn3CC)c(C)c2c1 | ? | -9.7 | 0.2% | -9.6% | ? | 3.55µM* | 121.8%[activator]
Cc1ccc(C(=O)N2CCN(c3nnc4c(Cl)cccn34)CC2)cc1F | 2.1% | 4.3 | -9.6% | 1.4% | -2.2% | -1.3% | 1.9%
COc1ccc(CCNC(=O)CCCn2c(SCC(N)=O)nc3cc4c(cc3c2=O)OCO4)cc1OC | . | -1.6 | . | 5.9% | . | . | 18.3%
COCCCn1c(C)cnc1C1CCN(C(=O)Nc2ccc3c(c2)OCCO3)C1 (configuration not stated) | -6.6% | 5.8 | -8.4% | 14.3% | i | 44.7µM* | 54.7%[activator]
CCOc1ccccc1C(=O)N1CCN(c2cc(C(F)(F)F)nc(C)n2)CC1 | ? | -0.1 | 4.3% | -8.8% | ? | 3.8% | 3.0%
O=C(NCc1ccc(C(F)(F)F)cc1)C1CN(C2CCCC2)C(=O)N1 (configuration not stated) | ? | -10.0 | i | 1.9%[12.5 µM] | -16.0% | . | -3.5%
O=C(NCc1cccc(Cl)c1)C1CCCN1c1nccc(Nc2ccccc2F)n1 (configuration not stated) | ? | -10.7 | 4.8% | -18.5%[12.5 µM] | ? | . | ?
OC[C@@H]1CNC[C@H]1C1CCN(C2CCOCC2)CC1 | i | -11.3 | i | -0.2%[12.5 µM] | i | 3.7% | 5.6%
CSc1ccc(CNC(=O)c2cc3c(=O)[nH]c(C)cn3n2)cc1 | -8.8% | -14.5 | i | 11.8% | -25.2% | 12.6µM* | 196.0%[activator]
O=C(c1nc(-c2ccc(Cl)cc2)n2c1CCCCC2)N1CCN(c2ccc(F)cc2)CC1 | . | -3.2 | . | ? | . | . | ?
Cc1ccc(C2(C(=O)N3CCN(Cc4ccccc4)CC(O)C3)CC2)cc1 (configuration not stated) | ? | 14.7 | 2.3% | -7.8% | -16.3% | 2.7% | -12.3%
C=CCNC(=O)N1CCOC(CN(CC(C)C)C(=O)c2ccccc2)C1 (configuration not stated) | 0.2% | 9.3 | i | 7.4% | -3.7% | -6.7% | -11.1%
COc1ccc(N(C)C(=O)NCc2noc3ccc(C)cc23)c(OC)c1 | . | -3.0 | . | 12.4% | . | . | 27.2%
CC(C)(C)OC(=O)N1CCC(c2c(C(=O)N3CCN(c4ccccn4)CC3)cnn2-c2ccc(F)cc2)CC1 | . | -1.1 | . | 8.0% | . | . | 4.1%
COC(=O)c1ccc(NC(=O)CSc2nc(=O)[nH]c3c2CCCC3)cc1 | . | 20.5 | . | -11.1% | . | . | -1.8%
COc1cccc(-c2cc(C(=O)NCCn3nc(C)c(Cl)c3C)[nH]n2)c1 | ? | -14.1 | -3.2% | -13.5% | ? | ? | -9.4%
OC1(c2ccc(Cl)cc2)CCNCC1 | . | 4.6 | i | 5.9%[23.9 µM] | . | . | -66.0%[25.6 µM]
CCC(CC)NC(=O)C1Cn2cccc2C(=O)N1Cc1ccccc1 (configuration not stated) | -3.6% | -0.6 | -0.2% | 1.6% | -4.1% | 3.2% | -0.9%
O=C(Nc1ccc(NC(=O)c2ccc(Br)cc2)c(Cl)c1)c1ccc(Br)cc1 | . | 3.2 | . | 2.0% | . | . | 10.1%
CCOc1ccc(CNC(=O)Cn2nc(C)c3nn(-c4ccc(Cl)cc4)c(C)c3c2=O)cc1 | . | 34.1 | . | 9.6% | . | . | -5.0%
CCc1ccc(OCC(=O)NCC(c2ccc(OC)cc2)N2CCOCC2)cc1 (configuration not stated) | . | -0.9 | . | -10.2% | . | . | -1.0%
CCCCOC(=O)NC(=O)C1c2ccccc2Oc2ccccc21 | . | 10.1 | -5.3% | 1.2% | . | . | .
NS(=O)(=O)c1ccc(C(=O)N2CCCC(c3ccn[nH]3)C2)cc1 (configuration not stated) | 0.3% | 4.9 | i | 1.0% | 1.8% | -3.4% | 4.1%
CCCN1CCc2nc(SCC(=O)Nc3ccc(C)c(Cl)c3)[nH]c(=O)c2C1 | . | 23.0 | . | 10.2% | . | . | -16.7%
CC(C)(C)OC(=O)N1CCC(c2c(C(=O)NCc3ccccn3)cnn2-c2ccccc2Cl)CC1 | . | 10.0 | . | -4.7% | . | . | 14.5%
O=C(c1ccccc1)N1CCc2cc(CNS(=O)(=O)c3ccc(Cl)s3)ccc21 | . | 11.1 | . | 4.1% | . | . | 4.7%
Cc1ccc(C(=O)NCC(=O)N2CCN(c3ccccn3)CC2)cc1 | -0.7% | 22.4 | ? | 5.2% | i | -6.1% | 48.6%[activator]
CCCN1CCCC12Cc1ccccc1CN(C(=O)CNC(C)=O)C2 (configuration not stated) | -12.7% | 3.2 | i | 7.6% | -9.5% | . | -1.3%
Cc1ccc(NC(=O)C2CCCN(c3cnccn3)C2)c(C)c1 (configuration not stated) | . | 2.3 | . | -5.5% | . | . | 19.0%
CCCc1cc(=O)[nH]c2nnc(SCC(=O)Nc3cccc(C)c3)n12 | . | 13.3 | . | 4.5% | . | . | -22.2%
Cc1cn2nc(C(=O)N3CCC(C(=O)NC4CCCCC4)CC3)cc2c(=O)[nH]1 | -3.5% | -7.7 | i | -2.8% | -11.7% | -19.1% | -16.0%
Cc1ccc(CNC(=O)CSc2nc3ccsc3c(=O)n2-c2ccc(Br)cc2)cc1 | . | -6.5 | . | -13.2% | . | . | -14.5%
CC(C)(CC(=O)O)CC(=O)N1Cc2[nH]cnc2C[C@H]1C(=O)NC1CCCCC1 | -6.2%[172 µM] | -11.5 | i | 4.9%[87.6 µM] | 1.8%[174 µM] | -5.0%[172 µM] | 6.5%[87.6 µM]
COCCNC(=O)CCCN1C(=O)COc2ccc(C(=O)COc3cc(C)ccc3F)cc21 | ? | -0.1 | i | -15.7% | -25.9% | -4.8% | -2.4%
CN(CC(=O)N[C@H]1CCOC[C@H]1C1CCOCC1)Cc1ccccc1F | -4.6% | 16.8 | -0.3% | -3.8% | -15.6% | 12.1% | -12.3%
COc1ccc(NC(=O)N2Cc3[nH]cnc3C[C@H]2c2nc(-c3ccc(OC)cc3)no2)cc1 | -8.9% | 9.9 | -10.1% | ? | ? | ? | -6.9%

# Shown with each value named: entries from further up
CCOc1ccc(CNC(=O)Cn2nc(C)c3nn(-c4ccc(Cl)cc4)c(C)c3c2=O)cc1
  HEK cytotox = .	IP6K1 inhibitor = 34.1	GPT2 inhibitor = .	SNCA viab count = 9.6%	3T3 cytotox = .	Luciferase inh = .	SNCA expr inhib = -5.0%

NS(=O)(=O)c1ccc(C(=O)N2CCCC(c3ccn[nH]3)C2)cc1 (configuration not stated)
  HEK cytotox = 0.3%	IP6K1 inhibitor = 4.9	GPT2 inhibitor = i	SNCA viab count = 1.0%	3T3 cytotox = 1.8%	Luciferase inh = -3.4%	SNCA expr inhib = 4.1%
